procasp3 activ – activators of human procaspase-3. AID 463141. activation, % at 8.5 µM. 330,000 compounds, 0.11% hits. recombinant procaspase-3 D3A, Ac-DEVD-pNA absorbance 405 nm. P42574;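 active means activation above the mean of all tested compounds plus 3 SD, cut at about 21% in these data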;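 further: 0% = DMSO alone and 100% = DMSO wells spiked with extra 5 µM PC-3 D3A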
Target sequence (P42574 whole entry D9A/D28A/D175A): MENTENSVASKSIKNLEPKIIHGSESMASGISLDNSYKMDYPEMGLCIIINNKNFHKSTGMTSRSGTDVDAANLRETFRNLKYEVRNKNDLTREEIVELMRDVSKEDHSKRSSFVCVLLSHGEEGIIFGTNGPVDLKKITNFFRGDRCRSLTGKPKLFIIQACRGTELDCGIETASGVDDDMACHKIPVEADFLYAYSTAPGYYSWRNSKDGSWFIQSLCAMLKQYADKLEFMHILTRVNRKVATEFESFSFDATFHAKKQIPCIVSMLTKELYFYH
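material = Procaspase-3 D3A mutant | probe or stimulus = Ac-DEVD-pNA | compound = single dose, 8.5 µM nominal compound, 0.8% DMSO | timing = 1 h preincubation, 2 h reaction | measured by = 405 nm absorbance of p-nitroaniline, reads at 0 and 120 min | benchmarks = DMSO-only low control, 5 µM PC-3 D3A high control | repeats = singlicate, each compound tested once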
AHR act – human AHR activation; AHR-responsive luciferase reporter cells, luminescence; activation, % at 5 µM; 320,000 compounds, 2.5% hits; AID 2796; in the data active means activation above about 47%;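 further: 0% = vehicle wells and 100% = reference agonist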
Target sequence (P35869 whole entry, looked up): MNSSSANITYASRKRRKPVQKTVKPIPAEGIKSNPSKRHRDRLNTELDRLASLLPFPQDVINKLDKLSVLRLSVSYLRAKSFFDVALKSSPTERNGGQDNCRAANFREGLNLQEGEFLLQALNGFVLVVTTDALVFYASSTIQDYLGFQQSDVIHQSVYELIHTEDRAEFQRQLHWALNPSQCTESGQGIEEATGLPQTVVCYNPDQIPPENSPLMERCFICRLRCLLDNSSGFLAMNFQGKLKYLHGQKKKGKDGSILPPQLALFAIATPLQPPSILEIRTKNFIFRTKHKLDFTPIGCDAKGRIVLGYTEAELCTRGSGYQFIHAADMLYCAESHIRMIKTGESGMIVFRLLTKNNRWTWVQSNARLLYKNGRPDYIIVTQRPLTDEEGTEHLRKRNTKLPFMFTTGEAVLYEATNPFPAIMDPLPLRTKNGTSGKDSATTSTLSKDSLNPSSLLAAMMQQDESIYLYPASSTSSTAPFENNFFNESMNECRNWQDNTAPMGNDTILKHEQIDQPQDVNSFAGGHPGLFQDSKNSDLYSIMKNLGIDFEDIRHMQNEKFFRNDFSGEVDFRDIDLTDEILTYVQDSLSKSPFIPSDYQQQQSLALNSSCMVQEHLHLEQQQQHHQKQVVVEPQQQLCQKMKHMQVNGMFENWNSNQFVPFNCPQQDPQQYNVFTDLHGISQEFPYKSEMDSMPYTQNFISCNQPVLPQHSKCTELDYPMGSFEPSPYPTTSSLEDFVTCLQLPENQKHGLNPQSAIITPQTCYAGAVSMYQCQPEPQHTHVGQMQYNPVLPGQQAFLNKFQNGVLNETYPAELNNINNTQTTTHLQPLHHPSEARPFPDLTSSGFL
ZTA DNA inh – blocks Epstein-Barr virus ZTA, an EBNA-1 counter-screen | P03206 | ZTA-DNA binding, fluorescence polarization | inhibition, % at 11 µM | 320,000 compounds, 0.15% hits | AID 2234; in the data active means inhibition above about 33%
EBNA-1 inh – blocks EBNA-1 binding to DNA; EBNA-1 DNA binding, fluorescence polarization; inhibition, % at 14.8 µM; 300,000 compounds, 0.34% hits; AID 1950; in the data active means inhibition above about 28%
RPL19A-GFP yeast – modulators of TOR pathway RPL19A-GFP in S. cerevisiae | percent response vs DMSO, % at 10 µM | 330,000 compounds, 0.3% hits | S. cerevisiae RPL19A-GFP strain, flow cytometry, 3 h; active compounds read low | AID 2025;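 active means percent response vs DMSO below 50%; inconclusive means fewer than 70 events counted for the yeast strain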;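 further: median channel GFP fluorescence of the barcoded RPL19A-GFP strain; ratio of sample median GFP to plate DMSO average so 100% = DMSO; lower means less RPL19A-GFP as with rapamycin TOR inhibition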
proCasp7 act – counter-screen: procaspase-7 (human) activation; activation, % at 8.5 µM; recombinant procaspase-7, Ac-DEVD-pNA absorbance 405 nm; D23A/D198A/D206A triple mutant, cannot self-cleave; scale: DMSO 0, 5 µM enzyme 100; P55210; 330,000 compounds, 0.093% hits; AID 463210;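 active means percent activation above the screen-wide mean plus 3 SD, cut at about 25% in these data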
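Replicates: singlicate. Assay system: Procaspase-7 triple mutant (PC-7 D3A). Signal: 405 nm absorbance of p-nitroaniline. Times: 1 h preincubation, 2 h reaction. Buffer or medium: Zinc-free HEPES pH 7.4 with 300 mM NaCl, 0.01% Triton X-100. Also added: DEVD-pNA substrate. Benchmarks: DMSO wells as 0%, DMSO with 5 µM added PC-7 as 100%.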
MEP2 TOR yeast – modulators of TOR pathway MEP2-GFP in S. cerevisiae; GFP response vs DMSO, % at 10 µM; AID 2016; 330,000 compounds, 0.51% hits; S. cerevisiae MEP2-GFP strain, flow cytometry GFP, 3 h; 100% = DMSO control level;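 active means GFP response versus DMSO above a set limit, roughly screen mean plus 3 SD, cut at about 180% in these data; inconclusive means fewer than 70 cells counted for a yeast strain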;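 further: median GFP fluorescence of the barcode-gated MEP2-GFP cells per well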
LAP4-GFP MLPCN – yeast TOR pathway LAP4-GFP modulation; S. cerevisiae LAP4-GFP multiplex, flow cytometry GFP, 3 h; median GFP as percent of DMSO wells; GFP response vs DMSO, % at 10 µM; AID 2023; 320,000 compounds, 0.34% hits;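 active means GFP response vs DMSO above a set limit, about the screen mean plus 3 SD, cut at about 150% in these data; inconclusive means under 70 cell events counted for the yeast strain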
Numbers without * were called inactive; ? = inconclusive; · = not tested or not shown.

#	smiles	procasp3 activ	AHR act	ZTA DNA inh	EBNA-1 inh	RPL19A-GFP yeast	proCasp7 act	MEP2 TOR yeast	LAP4-GFP MLPCN
1	CCOC(=O)COc1ccc(/C=C2\C(=O)NC(=S)N(c3ccc(OC)cc3)C2=O)cc1OC	-8	0	-12	1	101	-24	107	91
2	COc1ncccc1C(=O)NCC(CC(=O)O)c1ccccc1 (configuration not stated)	-4	-3	5	3	96	6	93	101
3	N/C(=N/[N+](=O)[O-])N1CCN(C(=O)Oc2ccc([N+](=O)[O-])cc2)CC1	-4	0	2	5	101	0	107	93
4	CCCc1nc2ccccc2c(=O)n1-c1cccc(OC)c1	11	1	3	3	102	13	100	103
5	CCCCn1c(O)c(C(C)=Nc2ccc(C(=O)O)cc2)c(=O)[nH]c1=O	-9	4	5	12	93	-7	101	86
6	O=C1NC(=O)C(=C/C=C/c2coc3ccc(Br)cc3c2=O)C(=O)N1	-2	5	21	-1	100	-2	142	137
7	COc1ccc(C(=O)C2CCCN(Cc3ccon3)C2)c(OC)c1 (configuration not stated)	2	2	1	-11	106	0	113	101
8	Cc1[nH]c2ccccc2c1CCN	-1	21	15	2	99	-7	109	103
9	COC(=O)N1CCN(C(=O)Cc2ccc(Cl)c(Cl)c2)C(CN2CCCC2)C1 (configuration not stated)	3	-2	5	1	102	-6	91	110
10	O=C(CNC1CCCCC1)N1CCC2(CC1)OCCO2	-1	4	12	1	93	-3	95	96
11	O=c1[nH]c(=O)n(CCc2ccccc2)c(O)c1C=NCc1ccc2c(c1)OCO2	-1	9	-4	31*	100	12	105	99
12	CCN1CCN(Cc2ccccc2C)CC1	2	-1	5	14	98	7	89	84
13	CCOP(=O)(OCC)C(NS(=O)(=O)c1ccccc1)C(Cl)(Cl)Cl (configuration not stated)	-2	-2	10	6	96	2	96	103
14	O=C(C1CCC(=O)N1Cc1ccccc1Cl)N1CCC2(CC1)OCCO2 (configuration not stated)	8	2	-3	3	?	13	?	?
15	O=C1CCCC2=C1C(c1cccnc1)Nc1ccccc1N2 (configuration not stated)	-13	6	-12	-14	109	9	101	111
16	O=C(c1n[nH]c(=O)c2ccccc12)N1CCC2(CC1)OCCO2	-2	2	-3	5	86	1	93	91
17	CN(C)CCc1nc2ccccc2c(=O)n1-c1ccccc1	-10	9	21	-2	102	11	97	94
18	CC(=O)OC1(c2ccccc2)CCN(C)C2CCCCC21 (configuration not stated)	1	1	13	10	97	13	106	100
19	COc1cc(CNCCc2ccc3c(c2)OCO3)ccc1O	5	-2	6	-15	104	2	107	95
20	CC(=O)c1cn(Cc2ccc(F)cc2)c2ccccc12	-7	1	-7	3	99	-6	92	106
21	Cc1cc(OCC(=O)N2CCN(CC(=O)N3CCOCC3)CC2)c(C(C)C)cc1Cl	8	0	·	·	97	11	96	97
22	CN1CCCN(C(=O)COc2ccc(Br)cc2)CC1	0	0	8	2	103	7	106	98
23	COC(=O)C1=C(c2cccc(OC)c2OC)C[C@@H]2CC[C@H]1N2C(=O)NC(C)C	9	4	-7	-7	94	5	92	108
24	COc1ccc(-c2nn(CCC#N)cc2C(=O)Nc2ccccc2Br)cc1	-1	-2	-3	1	107	4	101	96
25	CCc1ccc(CN2CCN(Cc3ccc(SC)cc3)CC2)cc1	-1	-3	-6	9	100	-1	98	97
26	Cc1ccccc1OCCN=Cc1c(O)n(C)c(=O)n(C)c1=O	5	-1	11	3	99	-2	102	107
27	Cc1cccc(-n2c(-c3cccs3)nc3ccccc3c2=O)c1	6	6	-2	-7	102	4	99	94
28	COc1cc(CN2CC3CC(C2)c2cccc(=O)n2C3)cc(OC)c1OC (configuration not stated)	0	3	9	0	109	-3	92	90
29	O=C1NC(=O)C(=Cc2ccc(OCC(=O)N3CCOCC3)cc2)C(=O)N1	-22	3	2	7	105	-17	113	81
30	CN1C(=O)c2ccccc2Sc2ccc(C(=O)N3CCC4(CC3)OCCO4)cc21	-7	0	9	13	100	7	102	104

One compound at a time, as listed above. Screens in order: procasp3 activ | AHR act | ZTA DNA inh | EBNA-1 inh | RPL19A-GFP yeast | proCasp7 act | MEP2 TOR yeast | LAP4-GFP MLPCN
COC(=O)C1=C(c2cccc(OC)c2OC)C[C@@H]2CC[C@H]1N2C(=O)NC(C)C in the list: 9 | 4 | -7 | -7 | 94 | 5 | 92 | 108
COc1ccc(-c2nn(CCC#N)cc2C(=O)Nc2ccccc2Br)cc1 in the list: -1 | -2 | -3 | 1 | 107 | 4 | 101 | 96
O=C1NC(=O)C(=Cc2ccc(OCC(=O)N3CCOCC3)cc2)C(=O)N1 in the list: -22 | 3 | 2 | 7 | 105 | -17 | 113 | 81
Cc1cccc(-n2c(-c3cccs3)nc3ccccc3c2=O)c1 in the list: 6 | 6 | -2 | -7 | 102 | 4 | 99 | 94
CN1C(=O)c2ccccc2Sc2ccc(C(=O)N3CCC4(CC3)OCCO4)cc21 in the list: -7 | 0 | 9 | 13 | 100 | 7 | 102 | 104

Following part:
#	smiles	procasp3 activ	AHR act	ZTA DNA inh	EBNA-1 inh	RPL19A-GFP yeast	proCasp7 act	MEP2 TOR yeast	LAP4-GFP MLPCN
31	COc1cc(/C=C/c2nc3ccccc3c(=O)n2-c2cccc(O)c2)ccc1O	-5	3	7	6	101	-1	109	101
32	CCc1nc2ccc(Br)cc2c(=O)n1-c1ccccc1C(F)(F)F	-7	24	1	2	99	1	100	109
33	Cc1cc(OCC(=O)NCc2ccncc2)c2c3c(c(=O)oc2c1)CCCC3	-2	64*	-5	5	109	9	108	122
34	Cc1nc(Cl)sc1C(=O)Nc1ccc2ccccc2c1	-8	14	-1	-12	96	-3	101	103
35	Cc1cccc(-n2c(O)c(C=Nc3ccc(S(N)(=O)=O)cc3)c(=O)[nH]c2=O)c1	-21	2	10	-9	96	-17	91	99
36	COc1ccc(C(=O)C2(C)N(O)C(C)C(c3cccs3)=[N+]2[O-])cc1 (configuration not stated)	-3	-1	-6	13	98	1	103	99
37	CC(C)OC(=O)C1C(=O)NC2(C)CC1c1ccccc1O2 (configuration not stated)	-4	-5	-5	-2	99	7	100	100
38	Cc1cc(=O)oc2cc(OCC(=O)N3C[C@H]4C[C@@H](C3)c3cccc(=O)n3C4)c(Cl)cc12	18	0	-6	-14	98	6	112	106
39	CC(Cc1ccccc1)NC(=O)c1ccc(N)cc1 (configuration not stated)	-5	3	-5	8	95	-5	90	85
40	CN1CCC2(O)OCCCC2C1 (configuration not stated)	3	2	-7	-4	97	-3	104	·
41	N#Cc1ccccc1Cn1cc(C(=O)c2cccs2)c2ccccc21	1	1	-6	-5	100	2	99	106
42	O=c1[nH]c(=O)n(-c2ccccc2)c(O)c1C=NC12CN3CN(CN(C3)C1)C2	-5	0	9	11	95	-10	98	102
43	COc1ccc2ccccc2c1CNCCc1ccccc1	0	7	2	-9	98	6	99	87
44	O=C(c1ccc(Cl)cc1)C1CCCN(Cc2ccc3nonc3c2)C1 (configuration not stated)	7	-1	-11	-12	100	-5	101	109
45	Cc1nc2ccccc2c(=O)n1-c1ccc(Cl)c(Cl)c1	8	36	23	10	101	4	105	107
46	CN1C(=O)C(=CN2CCN(C(=O)c3ccco3)CC2)C(=O)N(C)C1=S	-17	8	5	1	103	-15	104	98
47	C=C(C=O)C[C@@H]1C[C@H](O)C2OC3C[C@]4(C)OC5/C=C\CC6OC7C(CC=CCC6OC5CCCC4OC3CC2O1)OC1CC2OC3CC(=O)OC3C[C@@H](C)C[C@@]2(C)OC1C[C@@H]7C (some centres not stated)	2	-1	·	·	93	3	95	127
48	Cc1ccc(OP(N)(=O)Oc2ccc(C)cc2)cc1	3	-2	-1	-7	99	-1	100	102
49	CCOC(=O)C1=C(N)OC2=C(C(=O)CCC2)C12C(=O)N(CC(N)=O)c1ccccc12 (configuration not stated)	1	1	8	3	103	-3	110	102
50	C[C@H](NC(=O)CCC(=O)N1C[C@H]2C[C@H](C1)c1cccc(=O)n1C2)c1ccccc1	2	-1	-9	4	101	7	100	105
51	CSc1ccc(C(=O)C2CCCN(Cc3ccn[nH]3)C2)cc1 (configuration not stated)	13	11	8	-7	96	10	94	97
52	Cc1noc(C)c1CC(=O)N1CCCC(N2CCN(c3ccccc3F)CC2)C1 (configuration not stated)	-9	21	15	1	95	11	96	96
53	O=C(c1cccn2c(=O)c3ccc(Cl)cc3nc12)N1CCC2(CC1)OCCO2	-6	0	-12	0	103	5	98	96
54	CN(C)C(Cc1ccc(Cl)cc1)C(=O)c1ccccc1 (configuration not stated)	-4	3	9	-5	101	2	108	105
55	CC(=O)Nc1cccc([As](=O)(c2cccc(NC(C)=O)c2)c2cccc(NC(C)=O)c2)c1	7	0	-6	1	97	4	99	106
56	CN1CCN(c2ccc(S(C)(=O)=O)cc2[N+](=O)[O-])CC1	0	0	-11	-1	99	4	97	92
57	CCN1CCN(c2ccc([N+](=O)[O-])cc2C=C2C(=O)NC(=O)NC2=O)CC1	-5	1	-1	-1	103	-4	97	89
58	N[C@@H]1CC[C@@]2(O)[C@H]3Cc4ccc(O)c5c4[C@@]2(CCN3CC2CC2)C1O5 (some centres not stated)	4	0	·	·	102	13	101	106
59	CCCNC(=O)N1[C@H]2CC[C@@H]1C(C(=O)OC)=C(c1c(C)noc1C)C2	0	0	7	·	107	-3	114	117
60	COc1ccccc1OC(=O)c1ccc(C)c(S(=O)(=O)N2CCOCC2)c1	3	1	0	-2	99	-4	95	91
61	COc1cc2c3c(c1OC)-c1cc(O)ccc1CC3NCC2 (configuration not stated)	-1	8	9	5	100	-1	103	105
62	Cn1c(NN=O)nc2ccccc21	-19	15	-3	-24	102	4	106	97
63	CN(C)C(=O)NC(O)C(Cl)(Cl)Cl (configuration not stated)	6	-3	19	9	98	-2	103	108
64	CC(Cc1ccc(O)cc1)NCC(O)c1cc(O)cc(O)c1 (configuration not stated)	4	0	10	6	105	1	98	121
65	Cc1ccc(-n2c(O)c(/C=N/c3ncc(Br)cc3Br)c(=O)[nH]c2=O)cc1	-12	2	13	8	105	-13	112	106
66	C=CCn1c(O)c(C(CC)=Nc2cccc(C(=O)O)c2)c(=O)[nH]c1=O	-7	3	-1	1	95	-10	95	108
67	COc1ccc(-n2c(O)c(/C(C)=N/N3CCCCCC3)c(=O)[nH]c2=O)cc1	2	-3	4	1	107	-4	103	108
68	CN1CC(C(=O)c2cccc(C(F)(F)F)c2)C(c2ccc(Cl)cc2)C1 (configuration not stated)	-2	2	-4	-4	99	7	92	101
69	CN1C(CC(O)c2ccccc2)CCCC1CC(O)c1ccccc1 (configuration not stated)	5	-1	-6	9	101	12	105	104
70	CN1C2CCC1C(COC(=O)c1ccccc1)C(O)C2 (configuration not stated)	3	0	-13	-3	98	14	100	99
71	O=C1C2CCN(CC2)C1Cc1ccc(OCCOc2ccccc2)cc1 (configuration not stated)	-2	-1	2	12	111	4	115	120
72	CC(C)(C)NCC(O)c1cc(Cl)c(N)c(Cl)c1 (configuration not stated)	10	-1	16	-3	94	6	97	120
73	CN1C(=O)N(C)C(=O)C2(Sc3ccccc3C2=O)C1=O	-3	-3	0	-4	95	4	96	95
74	O=c1[nH]c(O)c(C=Nc2ccccc2Oc2ccccc2)c(=O)[nH]1	0	2	10	3	91	2	119	103
75	Cc1c2ccncc2c(C)c2c1[nH]c1ccccc12	-27	67*	5	-6	100	16	105	124

Compound activity: PubChem BioAssay, several laboratories

Not all compounds are listed; count on the stated rates, not on these rows.
